Screening data (PubChem BioAssay)
PRMT1 FP inh: PRMT1 (human) inhibition, primary screen; recombinant PRMT1, activity-based probe fluorescence polarization; actives 1.3% (n = 370,000); inhibition, % at 2.79 µM;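 active = inhibition above about 21% made by adding two undisclosed values, limit read from the data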
Target sequence (Q99873 whole entry, looked up): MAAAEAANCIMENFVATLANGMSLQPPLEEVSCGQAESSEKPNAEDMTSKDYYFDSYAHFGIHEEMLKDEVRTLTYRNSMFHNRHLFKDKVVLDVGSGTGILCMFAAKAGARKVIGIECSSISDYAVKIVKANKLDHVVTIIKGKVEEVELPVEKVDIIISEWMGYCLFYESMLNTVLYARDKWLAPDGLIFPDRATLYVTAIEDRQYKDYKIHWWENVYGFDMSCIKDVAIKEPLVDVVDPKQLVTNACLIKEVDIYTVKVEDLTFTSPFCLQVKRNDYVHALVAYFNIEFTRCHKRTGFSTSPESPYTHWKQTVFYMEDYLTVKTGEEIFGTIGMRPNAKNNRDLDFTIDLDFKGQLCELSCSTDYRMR
UHRF1 MBD2 ctr: UHRF1 methyl-DNA binding inhibition. inhibition, % at 4.4 µM. actives 0.75% (n = 370,000). UHRF1 binding to methylated oligo, TR-FRET. Q96T88; in the data active = inhibition above about 21%;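 note: UHRF1 SRA domain binding a hemimethylated CpG hairpin DNA probe; 0% = median of test compound wells and 100% = reference inhibitor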
proKLK7 act: activators of human kallikrein-7 zymogen; purified proKLK7, EDANS-DABCYL substrate fluorescence; 100% is mature enzyme control, 0% vehicle; P49862; actives 0.9% (n = 370,000); activation, % at 7 µM; AID 652039;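 active = activation above the mean of all tested compounds plus 3 SD, computed per campaign excluding outliers beyond control limits, cut at about 13% in these data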
Target sequence (P49862 whole entry, looked up): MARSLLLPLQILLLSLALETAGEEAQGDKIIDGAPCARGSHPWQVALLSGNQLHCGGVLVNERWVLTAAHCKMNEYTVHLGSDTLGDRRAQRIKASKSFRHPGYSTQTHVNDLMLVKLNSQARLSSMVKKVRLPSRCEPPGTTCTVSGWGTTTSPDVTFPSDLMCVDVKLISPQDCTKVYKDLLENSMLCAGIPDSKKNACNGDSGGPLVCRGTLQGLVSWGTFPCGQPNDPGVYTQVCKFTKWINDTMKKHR
LEDGF integ inh: blocks HIV-1 LEDGF/p75-dependent DNA integration; TR-FRET IN-LEDGF/p75 DNA integration, Eu/Cy5; actives 0.64% (n = 370,000); AID 743269; inhibition, % at 3.7 µM;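 active = inhibition above the screen-wide mean plus 3 SD, cut at about 13% in these data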;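 note: signal is the Cy5 over europium emission ratio at 671 and 618 nm; 0% = plate median of compound wells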
SIAE inh: blocks human sialic acid acetylesterase | Q9HAT2 | SIAE FP-Rh probe binding, fluorescence polarization | inhibition, % at 9.66 µM | actives 0.69% (n = 370,000);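 active = inhibition above a cutoff: mean of compounds within the control limits plus 3 SD of those, cut at about 17% in these data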;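 note: 0% = plate median of compound wells and 100% = probe without SIAE protein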
MBD2 inh: MBD2-methylated oligo binding inhibition; TR-FRET, MBD2 binding to methylated oligonucleotide; actives 0.31% (n = 370,000); inhibition, % at 4.4 µM; in the data active = inhibition above about 13%
Tn7 DDE FP: inhibitors of Tn7 peptide binding to human fibrin DD(E). P02675. FP displacement of FITC-Tn7 peptide from fibrin DD(E); 0% = median of compound wells per plate. inhibition, % at 8.3 µM. actives 0.13% (n = 370,000);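 active = inhibition above the mean of compounds falling within the control limits plus 3 SD of them, cut at about 14% in these data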;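 note: 0% = plate median of compound wells and 100% = 10 µM Aha-Tn7 peptide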
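Test system – human fibrin DD(E) · Times – 10 min preincubation, 3 h with tracer, room temperature · Detection – fluorescence polarization of the labelled Tn7 tracer · Measure – percent inhibition normalized to high-control wells · Benchmarks – high control wells with 10 µM unlabelled Aha-Tn7 peptide (full inhibition) · Repeats – singlicate testing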
TDP2 absorb: TDP2 (human) inhibition, absorbance primary screen | O95551 | recombinant TDP2, T5PNP hydrolysis, p-nitrophenol absorbance 415 nm | inhibition, % at 12.8 µM | actives 0.34% (n = 370,000) | AID 720702;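 active = inhibition above the mean of all tested compounds plus 3 SD, set per campaign, cut at about 25% in these data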;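 note: 0% = DMSO with enzyme and 100% = buffer with substrate but no TDP2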
Target sequence (O95551 whole entry, looked up): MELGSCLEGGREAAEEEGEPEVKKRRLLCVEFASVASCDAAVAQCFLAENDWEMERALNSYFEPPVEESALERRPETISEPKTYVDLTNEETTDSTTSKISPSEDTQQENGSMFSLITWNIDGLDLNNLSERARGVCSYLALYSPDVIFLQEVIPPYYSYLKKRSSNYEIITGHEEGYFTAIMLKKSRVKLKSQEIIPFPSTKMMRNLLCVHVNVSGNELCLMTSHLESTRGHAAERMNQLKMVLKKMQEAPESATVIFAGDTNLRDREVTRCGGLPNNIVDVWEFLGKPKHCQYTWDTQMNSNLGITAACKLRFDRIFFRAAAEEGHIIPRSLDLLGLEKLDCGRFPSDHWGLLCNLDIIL
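Material: recombinant human TDP2; quantity: TDP2 enzyme at 120 nM final; medium: Tris-HCl pH 7.5 with MgCl2; compound: single concentration, 12.8 µM nominal, with 1% DMSO; incubation: 2 h enzyme incubation at 37 °C; signal: epi absorbance; measure: percent inhibition; benchmarks: high control without enzyme, low control DMSO plus TDP2; repeats: singlicate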
Tn6 DDE FP: DD(E)-Tn6 binding inhibition, primary FP screen; Fibrin DD(E) TRITC-Tn6 fluorescence polarization displacement; inhibition, % at 8.3 µM; actives 0.21% (n = 370,000);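 active = inhibition above a per-campaign cutoff: mean of compounds within control limits plus 3 SD, cut at about 15% in these data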;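 note: 0% = median of all compound wells on the plate and 100% = blocking peptide control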
TCR CD3 inh: human TCR-CD3 binding inhibition. TAMRA-labeled TCR probe fluorescence, biochemical. inhibition, % at 9.4 µM. actives 0.37% (n = 360,000). AID 651800; in the data active = inhibition above about 19%;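 note: recombinant mutant TCR 2C K166C tagged with TAMRA read by polarization; 0% = receptor in buffer alone and 100% = receptor with positive control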
An asterisk follows results filed as active; · = no result given.

SMILES	PRMT1 FP inh	UHRF1 MBD2 ctr	proKLK7 act	LEDGF integ inh	SIAE inh	MBD2 inh	Tn7 DDE FP	TDP2 absorb	Tn6 DDE FP	TCR CD3 inh
CCOc1ccc(CCN2C(=O)C(=O)N([C@@H](CC(C)C)CN3CCC[C@H]3CN3C(=O)C(=O)NC[C@@H]3Cc3ccccc3)C[C@@H]2Cc2ccccc2)cc1	-1.0	-0.7	1.0	0.8	9.2	-3.0	-3.4	-8.2	-3.1	8.7
O=C(CSc1nc2[nH]ncc2c(=O)[nH]1)c1ccccc1	-1.7	-2.3	-0.9	-2.7	5.2	1.9	-8.9	-9.7	-1.3	8.5
Cc1ccc2nc(C)c(C(=O)NN=C3CCN(C)CC3)n2c1	-1.5	0.8	0.3	4.4	2.4	0.9	-3.9	-7.5	-6.9	-1.0
CC(NC(=O)NCCCC(=O)O)(C(F)(F)F)C(F)(F)F	-2.2	-0.8	0.8	1.5	11.9	1.7	7.5	4.9	0.6	5.5
O=C(O)/C=C/C(=O)NNC(=O)c1ccc(Cl)cc1Cl	-0.1	-2.4	0.7	0.9	-1.8	3.0	2.0	11.1	-3.0	0.0
O=C(N/N=C/c1cc2ccccc2nc1Cl)/C(=C/c1cccs1)NC(=O)c1ccccc1	-2.8	-3.6	-45.0	0.9	-74.3	-1.7	-16.6	-5.9	-3.3	0.3
CC1(C)C(=O)C2(C(=O)NCc3ccccc3)CCC1C2 (stereo not drawn)	0.3	2.9	-0.1	-0.2	4.4	-3.3	-3.3	5.5	-0.6	5.1
COc1ccc2c(CC(=O)NCC3CCC(C(=O)O)CC3)cc(=O)oc2c1 (stereo not drawn)	-3.4	-2.3	3.2	-0.6	1.5	2.9	-0.6	3.3	3.5	4.7
O=C(C(=O)N1CCCN(Cc2ccc(F)cc2)CC1)c1ccccc1	0.0	0.5	0.6	-2.5	-5.1	2.0	-3.3	-2.0	-4.8	8.1
COc1ccccc1NC(=O)OCCCN1CCC2(CCC(C)CC2)C1=O (stereo not drawn)	1.2	-3.5	0.2	-3.1	10.2	-1.1	2.0	2.2	0.6	·
COc1ccccc1C(=O)OCCc1ccccc1	-1.2	-2.0	0.0	2.3	-5.5	-1.4	3.7	-5.0	0.0	2.7
COc1ccc(-n2c(SC/C=C/c3ccccc3)nnc2-c2cccs2)cc1	-1.1	0.1	0.6	3.9	-0.3	5.5	-7.3	-12.2	-6.6	·
Cc1cccc(C)c1NC(=O)Cn1nnc(-c2ccc(CN3CCC(C)CC3)cc2)n1	-0.8	2.3	0.6	-1.0	-0.2	3.6	7.1	12.8	-3.0	1.8
O=C(/C=C/c1ccccc1)Nn1cnnc1	-3.4	-2.9	-0.5	-1.2	-3.0	2.2	3.9	-1.6	-6.3	8.2
CC(C)CC(=O)N1CCN(S(=O)(=O)c2ccc(C3CCCCC3)cc2)CC1	-5.0	0.7	0.6	1.4	0.5	-4.5	-5.1	-8.1	2.6	3.5
Nc1n[nH]c(N)c1N=Nc1cccc(F)c1	1.9	-6.9	-0.6	-4.5	0.0	-2.0	0.8	-4.1	5.2	-6.2
O=C(Nc1ccccc1Oc1cccnc1)C1CCCN(C/C=C/c2ccc(F)cc2)C1 (stereo not drawn)	-2.5	-1.5	0.5	0.3	5.0	-7.9	6.2	-5.7	4.1	1.1
O=S(=O)(NCC(c1ccco1)N1CCN(c2ccccc2F)CC1)c1ccccc1 (stereo not drawn)	-0.9	-1.6	0.1	1.0	-0.8	6.0	-3.4	-11.7	-10.2	6.3
COc1ccc(C(=O)Cn2nnc(-c3cccs3)n2)cc1	-0.8	-1.4	-0.8	-3.1	1.2	-4.6	0.0	3.2	-3.3	-0.4
O=C(NCCS(=O)(=O)N1CCN(c2ccccc2F)CC1)c1ccc(Br)cc1	0.0	0.4	0.2	1.1	-2.0	0.6	-0.8	8.2	-0.7	0.3
CCc1ccc(C(C)NC(=O)c2cc(C)oc2C)cc1 (stereo not drawn)	6.7	0.2	-0.3	-4.9	1.9	2.8	10.4	-8.1	-3.3	-3.0
CCc1nnc(NC(=O)CSc2nnc(CNc3cccc(Cl)c3)n2CC)s1	-2.1	-0.7	-0.2	4.0	1.2	0.0	-5.6	-5.4	-13.3	5.5
COC(=O)CSc1nc(NCc2ccccc2)nc(N(C)C)n1	-1.0	-2.0	0.0	-1.2	7.7	1.9	0.7	10.7	-11.4	-3.4
CCOCC(=O)Nc1cc(Cl)ccc1C	2.3	-0.2	0.1	-6.8	-1.0	2.4	4.0	6.4	0.3	-9.9
CC1CCCCC1NC(=O)CCS(=O)(=O)c1cccc2nonc12 (stereo not drawn)	-0.5	1.7	-0.2	-0.1	4.3	-6.8	-3.7	1.2	1.5	6.4
COc1ccc(N(CC(=O)Nc2cccc(N(C)S(C)(=O)=O)c2)S(=O)(=O)c2ccc(C)cc2)cc1	-4.3	-0.1	-0.1	5.5	0.6	2.9	-2.7	15.1	4.5	4.5
CCn1nc(C)c(/C=N/NC(=O)Cn2cncn2)c1C	1.2	0.1	0.5	1.1	8.2	0.2	6.1	3.9	7.8	3.2
CN(C)C(=O)N(CCCN1CCOCC1)Cc1cccc2ccccc12	-2.1	-2.1	0.9	8.6	10.0	0.1	6.8	-4.1	4.9	1.6
CCOC(=O)CSc1nc2c(c(=O)n1-c1ccc(OCC)cc1)SCC2	-2.8	2.1	-0.2	0.8	6.8	-6.7	6.9	7.1	6.4	-1.8
CCC(Oc1ccccc1)C(=O)Nc1cc(Cl)ccc1-n1cncn1 (stereo not drawn)	3.1	1.3	-0.6	-1.3	-4.3	-5.9	-1.2	2.8	-2.7	-6.2
Cc1sc2ncnc(N3CCC(C(=O)NNC(=O)COc4ccc(Br)cc4)CC3)c2c1C	-0.1	-1.8	0.3	1.1	-16.3	-4.1	3.7	-5.1	-3.8	5.5
CCOc1ccc(NC(=O)CN2CCN(CC(=O)Nc3ccc(Cl)c(C(F)(F)F)c3)CC2)cc1	0.7	-2.9	-0.5	2.8	2.1	-2.7	4.3	-5.2	8.9	-4.0
CN1CCn2cnc(C(=O)N[C@@H](Cc3ccccc3)C(=O)OC(C)(C)C)c2C1=O	-4.0	-1.9	0.3	-1.0	-0.8	0.1	1.1	6.2	0.0	4.9
COc1ccc(/C=N/NC(=O)c2ccc(OC)c(OC)c2)cc1COc1c(F)c(F)c(F)c(F)c1F	3.0	-1.6	-0.5	-0.2	-86.7	3.8	3.6	-8.7	-13.3	-2.4
Cc1nn(CCC#N)c2[nH]c(=O)cc(C(F)(F)F)c12	3.9	0.9	1.0	-3.0	4.3	2.5	-3.0	12.4	9.3	1.1
Cc1cc(C)c(S(=O)(=O)N(C)Cc2cnn(C)c2)c(C)c1	3.2	1.5	-1.0	-0.3	-1.8	-1.8	-4.1	4.2	-2.0	-2.2
Cc1ccc(C(=O)Nn2c(C)nc3ccccc3c2=O)cc1C	-1.7	-1.3	0.6	3.1	9.6	1.3	-2.8	6.2	-8.8	7.8
CC(C)(CSc1nncn1/N=C/c1ccco1)NS(=O)(=O)c1ccc(Cl)cc1	-4.1	-3.7	0.4	1.3	0.7	-5.6	-0.6	3.7	-1.6	13.5
CC(=O)c1ccc(N2CCN(C(=O)C3CCN(S(=O)(=O)c4cccs4)CC3)CC2)cc1	-0.3	5.0	-0.3	-4.2	2.1	0.1	-0.3	-13.8	-12.4	-3.3
CCOc1ccccc1N1CCN(Cc2cc3c(cc2[N+](=O)[O-])OCO3)CC1	3.8	1.4	-0.2	-3.6	9.2	-0.8	6.0	-1.6	5.1	3.7
CCOc1cc(C(=S)N2CCC(O)CC2)ccc1OS(=O)(=O)c1ccc(Br)cc1	11.9	2.0	-0.2	0.7	6.2	-3.1	1.5	-15.4	-0.2	1.6
O=C(COC(=O)c1cncc(Br)c1)Nc1nc(-c2ccc(F)cc2)cs1	3.9	0.5	-0.3	2.3	-4.4	-7.2	-2.0	4.8	-1.7	-2.5
O=C(C1CCCN1S(=O)(=O)c1ccccc1[N+](=O)[O-])N1CCc2ccccc2C1 (stereo not drawn)	3.2	3.7	-0.3	-1.8	1.1	0.7	0.4	-2.9	1.4	·
CCCCOc1ccc(C(=O)NC2CCCCN(Cc3cccc(C(F)(F)F)c3)C2=O)cc1 (stereo not drawn)	5.0	3.8	-0.3	1.3	-7.6	2.4	2.1	-11.4	-3.6	·
CCc1nc2ccc(C(=O)NCCCn3ccnc3)cn2c1N(C)C(=O)COc1ccccc1	0.0	-1.9	0.3	0.1	3.5	-5.6	-0.7	2.1	7.8	-0.5
CC(=O)Nc1ccc(CCCCc2ccccc2)cc1	4.3	-1.0	-0.5	-1.9	-2.5	3.3	4.6	3.9	-10.9	-4.0
CC(C)CN(C(=O)C1CCCC1)C1CCS(=O)(=O)C1 (stereo not drawn)	1.1	-1.1	0.1	-0.5	6.2	-5.2	0.1	-3.2	4.4	-2.0
CC(C)CN1C(=O)CC(Sc2ccccc2C(=O)O)C1=O (stereo not drawn)	1.8	2.6	0.2	2.9	-1.6	-1.5	6.4	-7.8	-4.5	3.0
Nc1cc2c(cc1[N+](=O)[O-])OCCO2	-3.2	-16.6	-0.1	-1.9	3.9	-15.2	7.3	7.8	4.3	2.7
Clc1ccc(-c2nc(-c3ccccn3)no2)cc1Cl	0.8	1.0	-0.3	2.5	0.6	-2.1	-7.0	-5.1	0.8	-0.4
O=C(COC(=O)c1c2c(nc3ccccc13)CCCC2)c1ccc(Br)s1	0.7	-0.7	-0.6	1.1	-23.3	-4.6	-2.9	4.4	-1.6	1.4
COc1ccc(C(=O)N2CCC2(C)C(=O)O)cc1F (stereo not drawn)	-1.9	3.6	-0.3	3.9	3.6	6.1	1.4	-2.0	2.4	-6.7
Cc1cc(C)cc(NC(=O)COC(=O)CCn2c(C)csc2=O)c1	0.1	8.3	0.6	-1.9	8.9	-1.6	7.4	-9.6	6.1	-1.0
CCN(CC)Cc1c(O)ccc2c1O/C(=C\C=C\c1ccccc1)C2=O	19.3	-11.1	-2.8	3.5	-4.9	-6.3	-3.4	-14.6	-5.4	7.8

5 compounds picked at random from those above:
SMILES	PRMT1 FP inh	UHRF1 MBD2 ctr	proKLK7 act	LEDGF integ inh	SIAE inh	MBD2 inh	Tn7 DDE FP	TDP2 absorb	Tn6 DDE FP	TCR CD3 inh
Nc1cc2c(cc1[N+](=O)[O-])OCCO2	-3.2	-16.6	-0.1	-1.9	3.9	-15.2	7.3	7.8	4.3	2.7
CCc1nc2ccc(C(=O)NCCCn3ccnc3)cn2c1N(C)C(=O)COc1ccccc1	0.0	-1.9	0.3	0.1	3.5	-5.6	-0.7	2.1	7.8	-0.5
CCOc1cc(C(=S)N2CCC(O)CC2)ccc1OS(=O)(=O)c1ccc(Br)cc1	11.9	2.0	-0.2	0.7	6.2	-3.1	1.5	-15.4	-0.2	1.6
O=C(COC(=O)c1c2c(nc3ccccc13)CCCC2)c1ccc(Br)s1	0.7	-0.7	-0.6	1.1	-23.3	-4.6	-2.9	4.4	-1.6	1.4
O=C(COC(=O)c1cncc(Br)c1)Nc1nc(-c2ccc(F)cc2)cs1	3.9	0.5	-0.3	2.3	-4.4	-7.2	-2.0	4.8	-1.7	-2.5
